rCAG RNA binder = binders of r(CAG) RNA repeats, primary screen, biochemical, fluorescence | r(CAG) RNA repeat, TO-PRO-1 dye displacement fluorescence | inhibition, % at 3 µM | actives 1.3% (n = 370,000) | AID 651821, 2012;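 active means inhibition above the plate cutoff, the mean of all test compounds on that plate plus 3 SD, cut at about 35% in these data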;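 further: 0% = DMSO alone and 100% = 100 µM mitoxantrone as full dye displacement; higher means more dye released from RNA so lower well fluorescence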
PRMT1 FP inh = PRMT1 methyltransferase inhibitors, primary screen, biochemical, fluorescence polarization | Protein arginine N-methyltransferase 1 (Homo sapiens), Q99873 | recombinant PRMT1, activity-based probe fluorescence polarization | inhibition, % at 2.79 µM | actives 1.3% (n = 370,000) | AID 652257, 2013;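 active means inhibition above about 21% made by adding two undisclosed values, limit read from the data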
Target sequence (Q99873 whole entry, looked up): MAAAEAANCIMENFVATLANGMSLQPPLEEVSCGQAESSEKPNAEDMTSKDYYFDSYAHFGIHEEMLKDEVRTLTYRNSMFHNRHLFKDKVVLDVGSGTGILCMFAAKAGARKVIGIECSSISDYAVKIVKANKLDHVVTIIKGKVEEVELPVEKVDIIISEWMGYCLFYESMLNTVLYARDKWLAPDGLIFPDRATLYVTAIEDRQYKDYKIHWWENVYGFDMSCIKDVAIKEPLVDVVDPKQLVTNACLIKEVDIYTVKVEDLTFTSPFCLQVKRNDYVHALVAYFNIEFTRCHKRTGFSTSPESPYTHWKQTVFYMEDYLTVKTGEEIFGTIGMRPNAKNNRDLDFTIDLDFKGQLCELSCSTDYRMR
TCR CD3 inh = inhibitors of human TCR-CD3 interaction, primary screen, biochemical, fluorescence, TAMRA-labeled TCR probe; inhibition, % at 9.4 µM; actives 0.37% (n = 360,000); in the data active means inhibition above about 19%;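 further: recombinant mutant TCR 2C K166C tagged with TAMRA read by polarization; 0% = receptor in buffer alone and 100% = receptor with positive control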
UHRF1 MBD2 ctr = UHRF1 methylated DNA binding inhibitors, primary screen, counter-screen for MBD2 inhibitor project, biochemical, TR-FRET, human UHRF1, single concentration. UHRF1 binding to methylated oligo. inhibition, % at 4.4 µM. actives 0.75% (n = 370,000). AID 687016, 2013; in the data active means inhibition above about 21%;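 further: UHRF1 SRA domain binding a hemimethylated CpG hairpin DNA probe; 0% = median of test compound wells and 100% = reference inhibitor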
MBD2 inh = inhibitors of MBD2 binding to methylated DNA, primary screen, biochemical, TR-FRET, DNA-binding domain, human; inhibition, % at 4.4 µM; AID 686964, 2013; actives 0.31% (n = 370,000); Methyl-CpG-binding domain protein 2 (Homo sapiens), Q9UBB5; MBD2 binding to methylated oligonucleotide; in the data active means inhibition above about 13%
mABHD4 FP = ABHD4 inhibitors, primary screen, biochemical, fluorescence polarization, mouse; (Lyso)-N-acylphosphatidylethanolamine lipase (Mus musculus), Q8VD66; purified mABHD4, FP-Rh probe fluorescence polarization; inhibition, % at 8.92 µM; actives 0.54% (n = 370,000); AID 720543, 2013;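 active means inhibition exceeding the mean over every tested compound plus 3 SD, cut at about 30% in these data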;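 further: 0% = plate median of compound wells and 100% = S159A mutant with DMSO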
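system = mouse ABHD4 enzyme, wild type | medium = HEPES pH 7.0, NaCl, Pluronic buffer | also added = FP-Rh probe | incubation = Enzyme–compound pre-incubation 45 min, then probe 60 min, both 25 °C | technique = fluorescence polarization, excitation 525 nm, emission 598 nm, BODIPY TMR filters | controls = S159A mutant high control, sample median low control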
HTRA1 inh = HTRA1 serine protease inhibitors, primary screen, biochemical, fluorescence polarization, HTS; Q92743; recombinant HTRA1, FP-rhodamine activity-based probe; inhibition, % at 5.96 µM; actives 0.5% (n = 340,000); AID 504803, 2011; in the data active means inhibition above about 36%;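 further: 0% = enzyme with DMSO and 100% = wells lacking enzyme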
PG9 binder = binders of HIV-1 gp120 antibody PG9, primary screen, biochemical, TR-FRET. inhibition, % at 6.7 µM. actives 0.43% (n = 360,000). HIV-1 gp120 / PG9 antibody interaction. TR-FRET gp120-PG9 antibody binding; in the data active means inhibition above about 8.5%
NR1D1 modulator = modulators of Rev-erb alpha DNA binding, primary screen, biochemical, FITC-DNA, fluorescence polarization, uHTS. AID 1259318, 2017. Rev-erbα–FITC-DNA binding, 90 min. activity, % at 10 µM. actives 0.79% (n = 370,000). Nuclear receptor subfamily 1 group D member 1 (Homo sapiens), P20393;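 active means activity above about 14%, limit read from the data; passing the limit was not always enough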;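 further: 0% = DMSO wells with 35 nM protein and 100% = DMSO wells with 750 nM protein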
Target sequence (P20393 whole entry, looked up): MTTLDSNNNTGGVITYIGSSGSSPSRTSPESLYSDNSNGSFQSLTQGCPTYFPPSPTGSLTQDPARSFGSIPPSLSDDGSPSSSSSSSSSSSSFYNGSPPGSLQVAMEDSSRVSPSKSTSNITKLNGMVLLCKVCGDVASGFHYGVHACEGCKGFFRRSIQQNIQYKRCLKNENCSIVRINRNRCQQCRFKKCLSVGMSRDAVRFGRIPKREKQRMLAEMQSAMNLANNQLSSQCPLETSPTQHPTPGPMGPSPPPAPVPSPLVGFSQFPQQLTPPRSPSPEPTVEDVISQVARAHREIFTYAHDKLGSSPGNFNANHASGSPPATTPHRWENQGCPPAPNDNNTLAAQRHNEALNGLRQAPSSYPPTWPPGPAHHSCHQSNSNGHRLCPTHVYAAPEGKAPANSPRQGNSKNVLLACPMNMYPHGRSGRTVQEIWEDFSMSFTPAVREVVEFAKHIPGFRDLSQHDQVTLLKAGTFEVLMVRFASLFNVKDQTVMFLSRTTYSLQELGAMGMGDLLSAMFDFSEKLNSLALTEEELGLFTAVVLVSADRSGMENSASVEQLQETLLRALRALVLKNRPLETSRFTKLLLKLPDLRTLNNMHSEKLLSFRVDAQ
LEDGF integ inh = blockers of LEDGF/p75-dependent integrase strand transfer – biochemical, TR-FRET, high throughput, primary screen; HIV-1 integrase (with human LEDGF/p75); TR-FRET IN-LEDGF/p75 DNA integration, Eu/Cy5; inhibition, % at 3.7 µM; actives 0.64% (n = 370,000); AID 743269, 2014;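 active means inhibition above the screen-wide mean plus 3 SD, cut at about 13% in these data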;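 further: signal is the Cy5 over europium emission ratio at 671 and 618 nm; 0% = plate median of compound wells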
Active calls of the source: *; x = not tested or not shown.

SMILES	rCAG RNA binder	PRMT1 FP inh	TCR CD3 inh	UHRF1 MBD2 ctr	MBD2 inh	mABHD4 FP	HTRA1 inh	PG9 binder	NR1D1 modulator	LEDGF integ inh
CC(C)=NOCC(=O)Nn1c(COc2ccccc2)nc2ccccc2c1=O	1	-3	-3	-5	-4	0	6	2.8	5	1
Cn1c(C(=O)NCCN2CCCCCC2)cc2c(=O)n(C)c3ccccc3c21	12	7	-5	7	4	-22	3	1.7	-27	1
CN1CCN(C(=S)NC(=O)c2ccccc2Cl)CC1	-6	2	-4	2	0	1	2	-1.0	-3	-2
CCOc1ncccc1C(=O)Nc1nnc(C(CC)CC)s1	-9	2	3	0	2	-7	5	-0.4	-2	-3
COCCNc1ncnc2c1ncn2[C@H]1CN(Cc2cc(OC)c(OC)c(OC)c2)C[C@@H](CO)O1	0	0	4	-3	-1	-1	x	-0.1	4	6
Cn1c2c(c(=O)n(C)c1=O)CS(=O)c1ccccc1N2 (stereo not given)	3	4	-6	3	-3	8	x	-0.6	-2	7
COc1ccccc1N1CCN(CCOc2c(OC)cccc2OC)CC1	-7	-2	1	-1	-4	-2	1	1.3	0	-1
COC(=O)c1ccc(-c2cc3onc(-c4ccccc4)c3c(=O)n2C)cc1	-5	2	1	0	-5	-2	1	0.1	-5	4
Cc1ccc(C(C)NC(=O)C2CCCC2)c(C)c1 (stereo not given)	-6	1	9	0	1	1	1	-3.5	-6	0
COc1ccccc1NC(=O)CSc1nnc(C2CCCCC2)o1	-7	1	6	-1	-1	4	-6	-0.9	-1	-1
CN(C)CCCCCN(C)Cc1cc2ccccc2o1	-1	2	-2	-1	1	2	5	1.8	-5	-13
CCC(C)C(NC(=O)C1CCC(=O)N1C(=O)OCc1ccccc1)C(=O)NC(C(=O)N1CCCC1C(N)=O)C(C)CC (stereo not given)	-4	2	-9	2	7	-3	7	1.2	-8	-7
Cc1ccc(NC(=O)C2CC(=O)Nc3nncn32)cc1 (stereo not given)	-3	-2	3	0	1	2	5	1.0	-4	-1
NC(=O)Nc1ccc(C(=O)OCC(=O)N(Cc2ccccc2)C2CCS(=O)(=O)C2)cc1 (stereo not given)	0	-1	5	5	4	0	2	0.9	-6	-2
O=C(COc1ccccc1)Nc1ccc(S(=O)(=O)Nc2ncccn2)cc1	9	-1	1	2	5	1	-1	1.0	2	-1
O=[N+]([O-])c1ccc(CNc2ccc(Cl)cc2)s1	-1	1	1	0	4	-10	-6	-2.0	1	0
Cc1ccc(S(=O)(=O)Nc2nsc(N)n2)cc1	1	0	5	1	-2	4	-1	-1.0	1	0
Cc1nc2ccccn2c1C(=O)NN=C1C2CC3CC(C2)CC1C3	1	0	6	-3	-3	0	6	-0.4	-2	12
CC(C)(C)c1ccc(C(=O)N2CCC2(C)C(=O)NS(=O)(=O)c2ccc(C#N)cc2)cc1 (stereo not given)	20	0	3	2	1	-1	x	0.2	4	-2
CCc1ccccc1-n1c(SCC(=O)NC)nnc1-c1cccnc1	-7	-3	1	3	2	-2	0	1.6	-1	22*
COc1ccc(OCC(=O)N2CCN(c3cccc(Cl)c3)CC2)cc1	-9	2	3	-4	-3	-1	-5	-0.3	-2	-1
O=C(C1CCN(S(=O)(=O)c2cccs2)CC1)N1CCCCCC1	3	1	3	-2	-4	-2	0	-3.3	-5	0
Cc1cc(C)c[n+](C[n+]2cc(C)cc(C)c2)c1	0	0	6	-1	0	2	5	1.1	3	-1
O=C(O)CSc1ccc2ccccc2n1	0	2	-5	4	0	-3	3	3.7	0	-3
COC(=O)CSc1nnc(C)c(=O)[nH]1	-1	0	3	0	-4	-11	0	-0.7	-4	0
C=CC[C@H](CC(=O)NCCO)C(=O)N[C@@H](C)COC(=O)[C@@H](CC=C)CC(=O)OC(C)(C)C	1	4	0	5	3	-3	-4	1.1	1	-2
CN(C)CCNC(=O)c1c(CSc2ccc(Cl)cc2)noc1C(=O)NCc1ccccc1	-4	-2	1	1	3	0	-3	0.3	-1	2
CCC/C(O)=C1\C(=O)CC(C)(C)CC1=Nc1ccc(OC)cc1OC	-4	4	-8	7	9	-12	-5	-0.3	1	2
CC(=O)c1c(C)[nH]c(C(=O)OCC(=O)N(CC(C)C)C2CCS(=O)(=O)C2)c1C (stereo not given)	-5	-5	3	1	-1	4	1	2.1	-2	2
COCc1cc(C)nc(OCC(=O)N/N=C/c2ccccc2O)c1C#N	2	-4	2	0	2	-6	-1	0.7	2	-3

Twelve compounds out of the list, ordered by SMILES length, low to high.
SMILES	rCAG RNA binder	PRMT1 FP inh	TCR CD3 inh	UHRF1 MBD2 ctr	MBD2 inh	mABHD4 FP	HTRA1 inh	PG9 binder	NR1D1 modulator	LEDGF integ inh
O=C(O)CSc1ccc2ccccc2n1	0	2	-5	4	0	-3	3	3.7	0	-3
COC(=O)CSc1nnc(C)c(=O)[nH]1	-1	0	3	0	-4	-11	0	-0.7	-4	0
Cc1ccc(S(=O)(=O)Nc2nsc(N)n2)cc1	1	0	5	1	-2	4	-1	-1.0	1	0
Cc1cc(C)c[n+](C[n+]2cc(C)cc(C)c2)c1	0	0	6	-1	0	2	5	1.1	3	-1
CCc1ccccc1-n1c(SCC(=O)NC)nnc1-c1cccnc1	-7	-3	1	3	2	-2	0	1.6	-1	22*
O=C(C1CCN(S(=O)(=O)c2cccs2)CC1)N1CCCCCC1	3	1	3	-2	-4	-2	0	-3.3	-5	0
COc1ccc(OCC(=O)N2CCN(c3cccc(Cl)c3)CC2)cc1	-9	2	3	-4	-3	-1	-5	-0.3	-2	-1
CCC/C(O)=C1\C(=O)CC(C)(C)CC1=Nc1ccc(OC)cc1OC	-4	4	-8	7	9	-12	-5	-0.3	1	2
CN(C)CCNC(=O)c1c(CSc2ccc(Cl)cc2)noc1C(=O)NCc1ccccc1	-4	-2	1	1	3	0	-3	0.3	-1	2
CC(=O)c1c(C)[nH]c(C(=O)OCC(=O)N(CC(C)C)C2CCS(=O)(=O)C2)c1C (stereo not given)	-5	-5	3	1	-1	4	1	2.1	-2	2
CC(C)(C)c1ccc(C(=O)N2CCC2(C)C(=O)NS(=O)(=O)c2ccc(C#N)cc2)cc1 (stereo not given)	20	0	3	2	1	-1	x	0.2	4	-2
C=CC[C@H](CC(=O)NCCO)C(=O)N[C@@H](C)COC(=O)[C@@H](CC=C)CC(=O)OC(C)(C)C	1	4	0	5	3	-3	-4	1.1	1	-2

More structures follow.
SMILES	rCAG RNA binder	PRMT1 FP inh	TCR CD3 inh	UHRF1 MBD2 ctr	MBD2 inh	mABHD4 FP	HTRA1 inh	PG9 binder	NR1D1 modulator	LEDGF integ inh
CC1(C)CC(=O)C(C2c3ccccc3Oc3ccccc32)C(=O)C1	3	0	0	-1	4	1	0	-1.2	-2	-1
CCCOc1ccc(C(=O)Nc2ccc(N3CCN(C(=O)c4ccco4)CC3)cc2)cc1	0	-2	0	-3	-4	0	1	-0.5	-4	1
COc1ccc(C(C(=O)NCc2ccccc2)N(Cc2ccco2)C(=O)c2snc(C(N)=O)c2N)cc1OC (stereo not given)	4	-1	-1	4	2	5	5	-1.1	-8	-3
CN(C)c1ccc(/C=C2\CCCCC2=O)cc1	2	4	0	-2	3	-1	-3	-6.5	8	-5
CCOC(=O)C(C(=O)OCC)C(c1ccccc1)N1CCN(c2ccccc2)CC1 (stereo not given)	1	-1	3	-3	2	2	5	0.4	3	0
O=C(CSc1ccc(-c2cccnc2)nn1)N1CCCCC1	0	2	12	-1	-4	1	9	-2.0	0	0
COC(=O)c1n[nH]n(-c2cc(Cl)cc(Cl)c2)c1=O	2	0	4	0	2	1	0	0.7	-8	-6
Nc1c(C(=O)N2CCOCC2)sc(=S)n1-c1ccccc1	0	5	2	-2	-3	2	7	-2.3	-5	-2
CC(=O)c1ccc(S(=O)(=O)N2CCC(C(=O)Nc3ncc(C)s3)CC2)cc1	3	0	4	0	-3	-7	-4	-0.9	-5	0
Clc1ccc(C(c2nnnn2CCc2ccccc2)N2CCSCC2)cc1 (stereo not given)	-4	-2	7	-2	-4	-5	-23	0.1	-3	-2
Cc1nc(NC(=O)c2ccccc2)nc2cc3c(cc12)OCO3	2	-1	-7	-1	-1	-1	-1	-2.9	1	1
C[C@@]12C(=O)Nc3ccc(Br)cc3C(=O)N1[C@H]1c3cc(Br)ccc3OC[C@@H]1[C@@H]2c1ccccc1	19	-1	1	-1	-2	-71	-9	0.2	4	-1
COc1ccc(S(=O)(=O)NC(CC(=O)NCCc2ccc(OC)c(OC)c2)c2ccco2)cc1 (stereo not given)	-2	-2	3	-1	-3	2	10	-1.6	-8	-2
Cn1c(Cc2c[nH]c3ccccc23)n[nH]c1=S	5	-1	4	0	-1	4	-3	-1.2	-5	-1
COc1cccc(C2CC(c3ccc(C)cc3)Nc3nc(N)nn32)c1 (stereo not given)	0	2	-14	-2	6	-6	-7	-1.6	-2	2
CC(C)(C)OC(=O)[C@H](Cc1ccccc1)NC(=O)c1nc[nH]c1C(=O)N[C@@H](CCCCN)C(=O)OC(C)(C)C	2	-1	2	3	1	14	2	-0.9	-4	-1
COc1cc(NC(=O)CSc2nc3c(c(=O)[nH]2)CCCC3)cc(OC)c1OC	0	-2	-6	2	-6	-3	0	-2.2	-4	5
COc1ccc(C(=O)C(CO)Oc2ccccc2OC)cc1OC (stereo not given)	-5	-1	-1	0	5	0	-10	-2.3	-1	-3
COc1ccc(-c2nc3ccccc3n2Cc2ccccc2)cc1	1	-2	-1	0	-1	-13	-26	-2.5	0	-1
O=C(CC(c1ccccc1)c1cc(Cl)ccc1O)N1CCCC1 (stereo not given)	-3	-3	0	0	3	-6	-5	-0.2	-12	0
Fc1ccc(NC(=S)NNc2ncc(C(F)(F)F)cc2Cl)c(F)c1	-1	-5	11	1	2	7	46*	-1.7	2	0
CCOc1ccccc1NC(=O)c1ccccc1-c1nc(-c2ccccc2OC)no1	-3	2	0	-1	2	-6	-22	-1.3	-7	-4

Screening results deposited in PubChem BioAssay by several laboratories.

An excerpt, so the mix of outcomes need not match the whole.
